PABP1 MLLE inh = inhibitors of PABP1 MLLE–PAM2 peptide binding, primary screen, biochemical, fluorescence polarization, FITC-PAM2, GST-MLLE. inhibition, % at 20 µM. 360,000 tested, 0.36% active; in the data active = inhibition above about 35%, passing the limit was not always enough;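 also: plate controls were DMSO wells with GST-MLLE for no effect and wells lacking GST-MLLE protein for full effect; some results filed as inactive read as strong as hits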
NadD block = inhibitors of S. aureus NadD, primary screen, biochemical, colorimetric, uHTS; 360,000 tested, 0.78% active; inhibition, % at 20 µM; purified NadD enzyme, colorimetric absorbance read-out; AID 602399, 2012; in the data active = inhibition above about 26%; also: some compounds past the cut are filed as inactive
Rpn11 inh = Rpn11 (PSMD14) deubiquitinase inhibitors, primary screen, biochemical, fluorescence polarization, uHTS; 26S proteasome non-ATPase regulatory subunit 14 (Homo sapiens), O00487; human 26S proteasome, Ub4-pepOG fluorescence polarization; 20S core pre-blocked with epoxomicin; calls only at 20 µM; 360,000 tested, 0.59% active;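 active = inhibition at 20 µM, scaled to each plate's controls, above about 33%, limit read from the data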
FAS TE block = FAS thioesterase domain inhibitors, primary screen, biochemical, fluorescence intensity, uHTS | inhibition, % at 15 µM | Fatty acid synthase (Homo sapiens), P49327 | 360,000 tested, 0.67% active | recombinant FAS-TE, OMFH fluorogenic substrate, fluorescence endpoint;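 active = compounds whose normalised, plate-corrected inhibition of enzyme fluorescence in the single-dose primary screen is 50% or more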;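 also: 0% = DMSO with enzyme and 100% = substrate without enzyme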
MT1-MMP act inh = blockers of MT1-MMP proenzyme processing, primary screen, HT1080 RFP-PRO-GFP cells, GFP/RFP fluorescence; Matrix metalloproteinase-14 (Homo sapiens), P50281; GFP/RFP ratio fluorescence, overnight; percent of plate control window, DMSO zero; GFP/RFP ratio change, % at 20 µM; 360,000 tested, 0.061% active; AID 651647, 2012;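 active = GFP/RFP ratio change of at least 30% with cell ATP level not reduced by more than half and red fluorescence within 50% of control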; also: strong numbers were not always called active
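Test system: HT1080 RFP-PRO-GFP cells; Benchmarks: DMSO and RFP-L50D-GFP cell wells; Timing: cells overnight before dosing, compound overnight, 37 °C, 5% CO2; Compound: one 20 µM compound dose with 1% DMSO; Read-out: GFP/RFP fluorescence ratio.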
SKN-1 block = suppressors of acrylamide-induced Pgst-4::GFP reporter in worms, primary screen, SKN-1 inhibitor project, whole organism, uHTS, GFP/RFP fluorescence ratio, strain VP596 | C. elegans VP596 Pgst-4::GFP/RFP ratio, 24 h | inhibition, % at 21.8 µM | 360,000 tested, 0.49% active | AID 624304, 2012;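 active = interference check ratio from 0.5 to 1.5 plus GFP to RFP signal ratio inhibition reaching or exceeding a fixed threshold, cut at about 30% in these data, passing the limit was not always enough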; also: some compounds called inactive have numbers as strong as hits
Neddyl block = inhibitors of cullin neddylation, primary screen, biochemical, TR-FRET, uHTS, NAE and Ubc12 | 360,000 tested, 0.58% active | calls only at 25 µM | NEDD8-conjugating enzyme Ubc12 (Homo sapiens) + NEDD8-activating enzyme E1 regulatory … | AID 651699, 2012; in the data active = inhibition above about 36%
Target sequence (P61081 whole entry, looked up): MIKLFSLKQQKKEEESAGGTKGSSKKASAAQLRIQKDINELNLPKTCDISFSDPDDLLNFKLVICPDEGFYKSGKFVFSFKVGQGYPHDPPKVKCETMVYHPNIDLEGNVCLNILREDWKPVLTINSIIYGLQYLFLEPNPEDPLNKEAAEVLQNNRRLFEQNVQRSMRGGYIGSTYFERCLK
Target sequence (Q13564 whole entry, looked up): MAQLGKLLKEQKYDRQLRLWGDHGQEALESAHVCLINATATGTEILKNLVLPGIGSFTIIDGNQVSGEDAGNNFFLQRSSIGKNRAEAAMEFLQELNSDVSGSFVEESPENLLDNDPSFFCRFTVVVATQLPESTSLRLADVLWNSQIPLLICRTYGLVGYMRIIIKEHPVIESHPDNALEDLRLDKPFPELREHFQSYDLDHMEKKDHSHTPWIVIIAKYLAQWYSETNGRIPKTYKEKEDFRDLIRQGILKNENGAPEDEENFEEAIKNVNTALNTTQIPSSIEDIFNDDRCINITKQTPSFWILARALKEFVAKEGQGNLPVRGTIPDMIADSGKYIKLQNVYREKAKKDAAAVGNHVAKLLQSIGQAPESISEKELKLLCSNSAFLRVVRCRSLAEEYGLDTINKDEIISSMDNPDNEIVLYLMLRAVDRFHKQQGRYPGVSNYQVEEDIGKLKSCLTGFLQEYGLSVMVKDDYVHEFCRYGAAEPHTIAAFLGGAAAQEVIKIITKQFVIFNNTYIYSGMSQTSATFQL
CSN deneddyl inh = inhibitors of CSN-mediated cullin deneddylation, primary screen, biochemical, fluorescence polarization, uHTS | COP9 signalosome complex subunit 5 (Homo sapiens), Q92905 | Purified CSN, SCF-Nedd8-OG deneddylation | inhibition, % at 12.5 µM | 360,000 tested, 0.38% active | AID 651999, 2013;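 active = pattern-corrected inhibition above about 35%, with an unprinted fluorescence ratio check between 0.5 and 1.5, limit read from the data, passing the limit was not always enough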;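 also: 0% = enzyme with substrate and 100% = substrate without enzyme; some results filed as inactive read as strong as hits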
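assay system = purified human Csn5 enzyme expressed in HEK293T cells | amount = 0.24 nM enzyme | buffer or medium = Tris/NaCl/DTT buffer, pH 7.5 | reagent = 10 nM SCFSkp2-Nedd8OG | compound = one concentration, 12.5 µM, 0.25% DMSO | times = 90 min reaction at room temperature | signal = FP | read-out basis = % inhibition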
Rin1-Abl PPI inh = inhibitors of Rin1-Abl protein binding, primary screen, biochemical, TR-FRET. 360,000 tested, 0.4% active. inhibition, % at 7.35 µM. Tyrosine-protein kinase ABL1 (Homo sapiens) + Ras and Rab interactor 1 (Homo sapiens), …. AID 588664, 2011; in the data active = inhibition above about 5%, passing the limit was not always enough
Starred values were filed as active, the others as inactive; i = inactive; nt = not tested or not shown. Compounds were not picked by outcome. About 3.9% of those tested had a hit in this group.

structure	PABP1 MLLE inh	NadD block	Rpn11 inh	FAS TE block	MT1-MMP act inh	SKN-1 block	Neddyl block	CSN deneddyl inh	Rin1-Abl PPI inh
CN(C)CCn1nnnc1SCC1=C(C(=O)O)N2C(=O)[C@@H](NC(=O)Cc3csc(N)n3)[C@H]2SC1	27.3	1.3	i	-2.7	-0.1	6.2	i	-3.2	0.5
Cc1ccc(C2(CCN)CCOC(C(C)C)C2)cc1 (centres undefined)	3.6	-1.1	i	-12.7	-4.1	3.6	i	2.7	1.5
COC(=O)Cc1c(C)c2ccc(O)c(CN3CCCC(C)C3)c2oc1=O (centres undefined)	6.7	-4.5	i	-0.8	-0.2	-0.3	nt	2.6	1.2
CN(C)/C=N/NC(=O)c1ccc(Cl)cc1	-16.8	-3.5	i	-4.8	0.8	4.5	i	-3.6	-2.1
Cn1cnnc1SCCNS(=O)(=O)c1cccc([N+](=O)[O-])c1	6.3	2.8	i	-3.9	1.0	11.4	i	1.6	0.6
CCN1CCC(CNCc2cn(-c3ccc(OC)cc3)nc2-c2ccccc2Cl)C1 (centres undefined)	-7.4	0.1	i	-5.8	-0.1	0.9	i	-0.6	-3.3
CC(=O)Nc1sc(N/N=C\c2ccccc2Cl)nc1-c1cccs1	-12.9	19.4	i	-6.9	-2.2	6.0	nt	0.0	-2.1
COc1ccc(C(=O)Cc2cc3cccc(OC)c3oc2=O)cc1	5.6	-5.4	i	-16.0	-2.0	-6.3	i	-2.2	1.1
CCOC(=O)c1ccoc1CSCC(=O)N1CCN(S(=O)(=O)c2ccc(C)cc2)CC1	36.8	-8.3	i	9.3	-1.7	13.5	i	-1.9	0.8
CCCCOc1ccc(CSCCN)cc1Cl	15.5	-10.4	i	-18.7	0.1	-7.4	i	-6.4	-0.5
CCCN=C1N(CC)C[C@@H]2[C@@H]3C(=O)N(Cc4ccccc4)C(=O)[C@@H]3[C@](Cc3ccccc3)(C(=O)OC)N12	13.6	0.5	i	-4.1	1.3	5.8	i	-6.7	-0.4
CCN(CC(=O)Nc1ccc(NC(C)=O)cc1)C(=O)c1cccc(S(=O)(=O)N2CCCC2)c1	-6.1	0.2	i	-4.0	0.2	-10.0	i	-6.5	5.3
CC(=O)c1ccc(S(=O)(=O)NCCc2csc(-c3cccnc3)n2)cc1	11.5	3.7	i	-4.5	-5.5	9.4	i	2.0	-2.6
CCOc1cc(C(=O)Nc2c3c(nn2C(C)(C)C)CS(=O)C3)cc(OCC)c1OCC (centres undefined)	9.7	-4.6	i	-6.0	0.2	-6.0	i	-0.8	3.8
Cc1cc(NC(=O)CCC(=O)N(CC(=O)NC2CCCC2)c2ccccc2)no1	-1.2	-6.3	i	-4.7	5.6	7.0	i	-0.4	-5.4
COc1cc([N+](=O)[O-])ccc1NC(=O)CCS(=O)(=O)c1ccc2c(c1)n(C)c(=O)c(=O)n2C	2.3	-2.1	i	-1.5	-3.5	13.0	i	-3.0	-1.6
CC1(C)CN=C(N(Cc2ccccc2)C(=O)Nc2ccccc2)S1	5.3	-1.0	i	4.5	0.2	12.0	i	-1.6	0.2
Cc1ccc(SCCC(=O)Nc2c(C)n(C)n(-c3ccccc3)c2=O)cc1	1.6	-3.1	i	-1.6	0.1	-14.8	i	2.4	0.0
O=C(CSc1nnnn1-c1cccc(F)c1)NC1CCCCC1	-4.6	1.7	i	-0.3	5.9	1.2	i	2.3	1.4
CCOc1ccc(NC(=O)CC2C(=O)N(C)C(=S)N2Cc2ccc3c(c2)OCO3)cc1 (centres undefined)	-3.6	-3.1	i	29.6	1.3	0.5	i	1.9	-0.6

One compound at a time (already shown):
CCN(CC(=O)Nc1ccc(NC(C)=O)cc1)C(=O)c1cccc(S(=O)(=O)N2CCCC2)c1 in the list: PABP1 MLLE inh = -6.1; NadD block = 0.2; Rpn11 inh = i; FAS TE block = -4.0; MT1-MMP act inh = 0.2; SKN-1 block = -10.0; Neddyl block = i; CSN deneddyl inh = -6.5; Rin1-Abl PPI inh = 5.3
Cc1cc(NC(=O)CCC(=O)N(CC(=O)NC2CCCC2)c2ccccc2)no1 in the list: PABP1 MLLE inh = -1.2; NadD block = -6.3; Rpn11 inh = i; FAS TE block = -4.7; MT1-MMP act inh = 5.6; SKN-1 block = 7.0; Neddyl block = i; CSN deneddyl inh = -0.4; Rin1-Abl PPI inh = -5.4

Going on with the list:
structure	PABP1 MLLE inh	NadD block	Rpn11 inh	FAS TE block	MT1-MMP act inh	SKN-1 block	Neddyl block	CSN deneddyl inh	Rin1-Abl PPI inh
Cc1nn(C)cc1CNC(=O)C1CCC(=O)N(CC2CCCCC2)C1 (centres undefined)	6.7	-5.6	i	-6.1	-0.2	-10.0	i	0.3	-1.1
Cc1cc(C)c(S(=O)(=O)NCC2CCC(C(=O)NCc3ccc4c(c3)OCO4)CC2)c(C)c1 (centres undefined)	-10.6	-4.0	i	2.4	-0.1	4.2	i	0.2	-0.1
COc1cc2c(c3oc(=O)cc(CC(=O)O)c13)CCC(C)(C)O2	5.1	-5.2	i	7.9	0.1	14.6	nt	0.1	0.8
CC(C)(C)CN1CCNC(=O)C1CC(=O)N1CCOc2ccccc2C1 (centres undefined)	16.2	-1.1	i	-2.9	-2.5	4.3	i	-11.2	0.7
CCC1CCc2[nH]nc(C(=O)O)c2C1 (centres undefined)	4.2	-2.5	i	-5.9	4.2	7.9	i	1.9	1.2
CC[C@]12c3[nH]c4ccc(OC)cc4c3CCN1C(=O)C(CC(=O)NCC13CC4CC(CC(C4)C1)C3)C[C@@H]2C(=O)N1CCN(C(=O)c2ccco2)CC1 (some centres undefined)	-1.6	0.4	i	8.3	0.7	4.3	i	-2.8	54.0*
O=c1cc(COc2ccc(Cl)c(Cl)c2)nc2sccn12	9.6	2.8	i	0.2	-4.3	-3.8	i	8.1	-0.4
COc1ccc(Nc2nnc(SCc3cn4c(C)cccc4n3)s2)cc1	-35.6	0.2	i	-2.8	0.3	7.7	i	0.9	0.8
CCc1ccc(NC(=O)C2CC(=O)N(C(C)C)C2)cc1 (centres undefined)	-4.7	-2.9	i	-0.2	0.4	-8.3	i	0.7	3.8
Cc1ccc(-c2c(CC(=O)O)c(C)nc3sc4c(c23)CCCC4)cc1	1.6	1.9	i	-1.0	-1.6	-2.0	i	3.0	0.2
Cc1ccn2c(C=O)c(-c3ccc(F)cc3)c(C=O)c2c1	-19.4	0.3	i	19.1	-3.7	10.2	i	12.9	-1.4
Cc1ccc(C(=O)N2CCN(c3ncccn3)CC2)cc1S(=O)(=O)N1CCCCC1	10.4	1.3	i	-4.9	8.7	5.7	i	0.8	-1.9
CCN(Cc1ccccc1)C(=O)CN1C(=O)c2ccccc2C1=O	-10.1	-5.2	i	4.1	-15.4	12.0	i	-1.0	-0.6
CCOC(=O)C1(C)CCN1C(=O)c1cccnc1Oc1ccccc1 (centres undefined)	-2.1	2.3	i	-9.4	0.8	15.3	i	0.7	-4.3
COCCNC(=O)CN(c1ccc(C)cc1)S(=O)(=O)c1ccccc1	-14.6	8.4	i	-5.2	-1.3	7.4	i	-2.5	-1.5
COC(=O)c1ccc(NC(=O)c2ccc(N(C)S(C)(=O)=O)cc2)cc1	-7.0	0.5	i	0.1	-12.0	-3.0	i	-3.1	0.8
COCCCN1C(=O)C(=O)/C(=C(/O)c2ccccc2)C1c1ccc2c(c1)OCO2 (centres undefined)	-0.3	8.1	i	-7.5	1.4	9.6	i	-1.2	-2.3
Cc1ccc(NC(=S)NC(=O)C2CC2)cc1Cl	10.6	-7.5	i	11.5	-0.8	-10.0	i	5.8	2.0
COc1ccc2c(c1)[C@@H]1[C@H](CO2)[C@H](c2ccccc2)[C@]2(C)C(=O)NCC(=O)N12	4.7	-5.6	i	-11.4	-0.7	4.8	i	0.5	-1.4
Oc1c(C=NCc2ccccc2)sc2ccccc12	41.9*	-4.4	i	-2.2	-1.3	5.4	i	-5.4	-0.1
CC(=O)COc1ccc2c(C)c(-c3ccccc3)c(=O)oc2c1	4.3	-3.8	i	-2.2	2.5	0.3	nt	-5.6	-2.9
CCCCOCCCNC(=O)C1CCCCC1	2.4	-0.3	i	-7.0	9.5	6.4	i	-0.7	-1.3
C#CC1(NC(=S)Nc2cccc(OC)c2)CCCCC1	-35.2	0.8	i	-6.5	4.9	-18.5	i	-3.7	0.5
C/C(=N\O)c1cc(Cl)ccc1O	2.6	-1.6	i	-33.6	-4.9	-9.7	i	5.2	1.7
Cc1c(C(=O)NC(=S)Nc2ccccc2N2CCCC2)cccc1[N+](=O)[O-]	-7.3	12.1	i	32.0	9.3	-5.8	i	-4.8	1.7
O=C(NNc1ccc([N+](=O)[O-])cc1)Nc1ccccc1	-3.4	-3.2	i	21.0	-0.3	18.5	i	-0.8	3.6
CCOC(=O)N1CCN(S(=O)(=O)c2ccc(C)cc2)CC1	-20.4	-4.6	i	0.2	-0.3	12.1	i	-0.1	-0.3
O=C1C2C3C=CC(CNS(=O)(=O)c4ccccc4)(O3)C2C(=O)N1c1ccc(Cl)cc1 (centres undefined)	27.7	-2.8	i	-1.1	3.6	-7.9	i	-1.6	-1.4
NC(COCc1ccccc1)c1csc(Nc2ccc(C(F)(F)F)cn2)n1 (centres undefined)	-20.4	2.0	i	-25.0	1.3	12.0	i	4.3	-1.2
O=C(NC(=S)Nc1ccccc1F)C1CCCCC1	10.4	-6.9	i	11.6	-0.7	20.8	i	5.6	0.0
